TIM10 inh – growth inhibitors of TIM10 yeast strain; S. cerevisiae TIM10 strain growth, BacTiter-Glo luminescence, 24 h; inhibition, % at 10 µM; 1.4% of 330,000 active;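 active = inhibition of 40% or more at the single tested concentration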;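 note: wild-type TIM10 isogenic control strain grown at permissive 25 °C; 0% = DMSO yeast wells and 100% = minimal medium wells without yeast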
mIAP activ – mouse IAP activation. muIAP, CDP-Star luminescence, 30 min; active compounds read high; 1 = vehicle-only enzyme signal, 0 = enzyme-free wells. activation factor at 10 µM. 0.24% of 330,000 active. AID 2805;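 active = activation factor of at least 2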; note: the source names both 10 and 20 µM as test concentration; values of inactives mirror those of a sister screen read the other way
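Assay system: mouse IAP enzyme; reagent: chemiluminescent substrate CDP-Star; dosing: test compounds delivered from DMSO solution; schedule: 30 min at room temperature; measured by: luminescence from enzymatic CDP-Star hydrolysis; controls: DMSO-only wells and no-enzyme negative control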
hIAP activ – increases human intestinal alkaline phosphatase activity. AID 2524. activation factor at 10 µM. P09923. purified human IAP, CDP-Star luminescence, 30 min; active compounds read high; 1 = vehicle-only enzyme, 0 = enzyme-free background. 0.16% of 330,000 active;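 active = activation factor of the enzyme at least 2-fold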; note: the source names both 10 and 20 µM as test concentration; values of inactives mirror those of a sister screen read the other way
Target sequence (P09923 whole entry, looked up): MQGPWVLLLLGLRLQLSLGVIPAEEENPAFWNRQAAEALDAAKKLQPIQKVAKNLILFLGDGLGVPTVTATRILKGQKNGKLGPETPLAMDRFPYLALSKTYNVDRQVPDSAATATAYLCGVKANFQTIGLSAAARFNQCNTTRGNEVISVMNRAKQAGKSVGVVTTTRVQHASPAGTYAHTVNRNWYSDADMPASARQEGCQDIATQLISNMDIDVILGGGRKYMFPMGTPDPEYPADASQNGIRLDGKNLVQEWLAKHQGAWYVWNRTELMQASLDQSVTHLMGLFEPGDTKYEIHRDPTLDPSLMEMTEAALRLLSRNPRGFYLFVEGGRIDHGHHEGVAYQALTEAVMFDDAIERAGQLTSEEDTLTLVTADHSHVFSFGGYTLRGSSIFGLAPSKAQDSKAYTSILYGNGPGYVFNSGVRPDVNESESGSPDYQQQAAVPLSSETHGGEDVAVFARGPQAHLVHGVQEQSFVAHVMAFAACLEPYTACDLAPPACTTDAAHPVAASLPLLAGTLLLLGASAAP
Apaf1 inhib – inhibitors of human Apaf-1 apoptosome | O14727 | reconstituted apoptosome caspase-3 activity, DEVD-Rh110 fluorescence | 0.71% of 330,000 active | inhibition, % at 20 µM; active = inhibition of at least 40% at 20 µM;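 note: plate controls were DMSO wells for no effect and DEVD-CHO caspase inhibitor wells for full effect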
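Medium: Hepes buffer, pH 7.5 / System: biochemical Apaf-1 apoptosome reconstitution / Measured by: Rh110 fluorescence, excitation 480 nm, emission 540 nm / Times: compound with Apaf-1, dATP, procaspase-3 30 min, then 50 min reaction, room temperature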
mIAP inh – mouse IAP inhibition; inhibition, % at 10 µM; 0.2% of 330,000 active; purified mouse IAP, CDP-Star luminescence, 30 min;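 active = inhibition of at least 40% at 10 µM in the primary screen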;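 note: plate controls were DMSO with enzyme for no effect and no enzyme wells for full effect; values of inactives mirror those of a sister screen read the other way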
NALP3 yeast inh – inhibitors of NALP3 inflammasome in yeast. inhibition, % at 10 µM. AID 2825. 0.39% of 330,000 active. Yeast reconstituted NLRP3/ASC/caspase-1, beta-gal luminescence, 24 h;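 active = inhibition of 50% or more; inactive = inhibition below 50%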;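 note: plate controls were induced DMSO wells for no effect and uninduced yeast grown without galactose for full effect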
tim10-1 inh – growth inhibitors of tim10-1 mutant yeast; S. cerevisiae tim10-1 ts strain growth, BacTiter-Glo, 24 h; inhibition, % at 20 µM; 2.2% of 330,000 active; AID 463190;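 active = inhibition of at least 40%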;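 note: mutant grown at 25 °C; 0% = DMSO wells with yeast and 100% = wells holding no yeast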
hIAP block – human IAP inhibition; inhibition, % at 10 µM; P09923; purified IAP, CDP-Star luminescence, 30 min; 0.12% of 330,000 active;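 active = inhibition reaching a set limit with compound at 10 µM in the primary screen, cut at about 35% in these data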;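 note: plate controls were DMSO wells with enzyme for no effect and no-enzyme buffer wells for full effect; values of inactives mirror those of a sister screen read the other way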
ATG4B inhibitor – blocks human ATG4B protease cleavage of LC3 substrate. Q9Y4P1. inhibition, % at 8.33 µM. ATG4B cleavage of LC3-PLA2, NBD-HPC fluorescence, 1 h. AID 504462. 0.51% of 340,000 active; in the data active = inhibition above about 40%
Target sequence (Q9Y4P1 whole entry, looked up): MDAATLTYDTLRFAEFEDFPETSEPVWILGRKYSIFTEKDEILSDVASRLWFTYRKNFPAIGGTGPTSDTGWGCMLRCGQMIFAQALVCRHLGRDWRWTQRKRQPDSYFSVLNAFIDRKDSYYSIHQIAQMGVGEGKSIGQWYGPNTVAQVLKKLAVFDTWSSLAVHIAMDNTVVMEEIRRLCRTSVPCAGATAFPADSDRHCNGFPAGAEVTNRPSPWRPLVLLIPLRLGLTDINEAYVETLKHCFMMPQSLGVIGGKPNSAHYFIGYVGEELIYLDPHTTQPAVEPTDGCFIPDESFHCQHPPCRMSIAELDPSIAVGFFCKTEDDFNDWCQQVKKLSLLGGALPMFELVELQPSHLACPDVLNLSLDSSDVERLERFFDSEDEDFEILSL
* = called active by the depositor; & = joins results of further samples.

SMILES	TIM10 inh	mIAP activ	hIAP activ	Apaf1 inhib	mIAP inh	NALP3 yeast inh	tim10-1 inh	hIAP block	ATG4B inhibitor
CC1CC(C)CN(CC(O)COC2CC(C)CC(C)(C)C2)C1 (stereo not given)	-26	1	1.1	-10	-1	11	-39	-8	-3
C=CCOc1ccc(Br)cc1/C=N/O	-39	1	0.95	5	0	27	-15	5	16
O=C(NNC1CC(=O)N(c2ccccc2)C1=O)c1ccco1 (stereo not given)	3	0.88	1	1	12	10	-2	-1	5
Cc1cc(=O)oc2cc(OCC(=O)N3c4ccccc4NC(=O)C3(C)C)ccc12	-6	0.93	1.1	4	7	-1	-10	-12	-10
CCOC(=O)/C=C1\SCC(=O)N1CC(=O)Nc1ccccc1OC(F)F	-8	1.2	1.1	3	-16	5	3	-12	-12
COC(=O)c1ccc(C(=O)OC)c(NC(=O)CN(C)Cc2cccc(Cl)c2Cl)c1	16	0.93	0.74	21	7	-2	-1	26	0
COc1cccc(NC(=O)Cn2c(=O)n(-c3ccccc3)c(=O)c3oc4ccccc4c32)c1	13	0.96	0.93	-5	4	-1	2	7	-20
Cc1ccc(C)n1-c1ccc(C(=O)NCC2CCCO2)cc1 (stereo not given)	-1	0.96	1	-1	4	0	13	-1	-6
CCCc1ccc(OCc2ccc(C(=O)NCc3cccnc3)o2)c(OC)c1	14	1	1.1	11	-2	0	17	-10	-6
C/C=C/c1ccc(Oc2nnnn2-c2ccc(C(N)=O)cc2)c(OC)c1	7	0.99	1.1	-1	1	20	14	-11	69*
CCC(=O)N(Cc1ccco1)c1nc(-c2ccccc2)cs1	1	0.98	0.92	15	2	30	13	8	-7
O=C(c1ccc(-n2c(SCc3cccc(F)c3)nc3ccccc3c2=O)cc1)N1CCOCC1	30	1	0.91	-1	0	28	27	9	48*
Cc1cc(C)cc(C(=O)N2CCN(c3ccccn3)CC2)c1	1	1.1	1	3	-12	-9	16	-4	-3
CCOc1cc(CNCCSc2nnnn2C)cc(Br)c1OCc1ccccc1F	34	0.97	1	19	3	27	32	-3	-11
COc1ccc(C2NC(C(=O)O)CS2)cc1COCC(F)(F)F (stereo not given)	5	0.92	0.88	-8	8	16	2	12	-1
C#CC(=O)N(c1ccc(OC)cc1OC)C(C(=O)NC1CCCC1)c1cccs1 (stereo not given)	14	1	1.3	9	-5	6	26	-34	-1
CCS(=O)(=O)N1CCC(C(=O)NCc2ccccc2OC)CC1	1	0.97	0.82	-4	3	10	-6	18	0
CCOC(=O)C1(Cc2cccc(F)c2)CCN(Cc2cn(CC)nc2C)CC1	-6	0.97	1.1	15	3	-2	11	-8	12
CN(Cc1nc(-c2ccccc2)no1)C1CCOCC1	-15	1.1	1	-19	-8	6	-7	-4	0
O=S(=O)(NCC(c1cccnc1)N1CCN(c2ccc(F)cc2)CC1)c1cc(F)ccc1F (stereo not given)	17	0.92	0.99	-2	8	-6	-65	1	-15
Cc1ccccc1Nc1nc(N)nc(COC(=O)[C@@H](NC(=O)c2ccccc2Cl)C(C)C)n1	16	1	1	0	-3	-5	20	-5	16
Cn1c(=O)n(CC(=O)N2CCOCC2)c2ccccc21	6	1.1	1.1	-8	-7	2	26	-8	-3
CC(=O)c1cc(C(=O)N2CCCC(C(=O)c3ccc(Cl)cc3)C2)cs1 (stereo not given)	-12	0.97	0.91	16	3	11	13	9	8
Cc1ccc(C(=O)CSc2nc3ccccc3c(=O)n2-c2ccccc2)s1	13	0.99	0.91	9	1	14	15	9	-6
CCCNC(=O)c1ccccc1NC(=O)C1=CSCCO1	-4	1.1	0.93	-6	-8	8	8	7	-13
Later entries:
SMILES	TIM10 inh	mIAP activ	hIAP activ	Apaf1 inhib	mIAP inh	NALP3 yeast inh	tim10-1 inh	hIAP block	ATG4B inhibitor
Cc1ccc(C2=NS(=O)(=O)N(C)C(C(=O)N3CCCCC3)=C2)cc1	-8	1	0.85	4	-2	7	7	15	-6
CCCCN1C(=O)C(=O)N(CC(=O)Nc2ccc(OC(F)(F)F)cc2)C1=O	-2	1	1.1	4	0	17	2	-10	-3
COc1ccccc1CN1CCc2c([nH]c3ccccc23)C1	-6	0.92	0.85	7	8	2	4	15	3
COc1ccc(CCNC(=O)C2CCN(Cc3nc(-c4cccc(Cl)c4)oc3C)CC2)cc1OC	11	1.3	1	17	-28	8	18	-3	-7
COc1ccc(NC(=O)/C=C/c2ccc(OC(F)F)cc2)cn1	-11	0.95	1.1	-4	5	23	-9	-12	-4
CN1CCN(c2ccccc2NC(=O)c2ccc([N+](=O)[O-])cc2Cl)CC1	-7	0.96	1.1	-19	4	11	10	-11	-2
Cc1ccc(SCCC(=O)OCC(=O)Nc2ccc(S(N)(=O)=O)cc2)cc1	11	0.85	0.94	-14	15	16	-15	6	-16
CC(Nc1nc(N2CCOCC2)nc2ccccc12)c1ccccc1 (stereo not given)	9	1.1	1	-7	-9	1	16	0	-7
O=P(O)(O)c1ccccc1OCc1ccccc1	4	1	1.1	-16	-1	18	-2	-11	1
CC1Cc2ccccc2N1C(=O)CCN1C(=O)C2C3C=CC(C3)C2C1=O (stereo not given)	-1	0.93	1.1	6	7	4	27	-6	3
CN(Cc1ccco1)C(=O)C1CCN(c2nnc(-n3cccc3)s2)CC1	-4	0.97	1	-3	3	9	-12	-2	3
COc1ccccc1OCC(O)CN1CCN(CC(=O)Nc2c(C)cccc2C)CC1 (stereo not given)	1&7	0.98&1.2	0.84&0.91	-7&5	2&-17	9&11	10&11	16&9	7&0
CCOC(=O)N1CCC(NC(=O)CS(=O)Cc2nc(-c3ccc(Cl)cc3)oc2C)CC1 (stereo not given)	4	0.99	1.2	-3	1	-7	23	-23	-1
CCOc1ccc(N2C(=O)CC(Sc3nc(C)cc(C)n3)C2=O)cc1 (stereo not given)	19	1	1.1	-9	-5	12	20	-7	-6
Cc1cc(C)nc(SCC(=O)N/N=C/c2cccn2-c2ccc(O)cc2)n1	7	1	1.1	-1	0	2	-6	-11	-9
CCCc1cc(=O)[nH]c(SCC(=O)c2cc(C)n(-c3cc(C)on3)c2C)n1	15	1	0.91	7	-5	11	6	9	5
COc1ccc(/C(N)=N/OC(=O)c2cccs2)cc1	63*	1.1	0.91	-11	-8	8	43*	9	-1
COc1ccc(NC(=S)N(CCc2ccc(OC)c(OC)c2)Cc2ccccn2)cc1	14	0.92	1.2	-12	8	18	12	-20	4
O=C(c1nn(Cc2ccccc2)c(=O)c2ccccc12)N1CCN(c2ccccn2)CC1	21	1.1	1.1	26	-5	15	10	-9	-3
CC1CN(S(=O)(=O)c2cccc(C(=O)Nc3ccccc3N3CCOCC3)c2)CC(C)O1 (stereo not given)	14	1.1	0.96	9	-8	23	23	4	3
O=C(COc1ccc(/C=N/NC(=O)c2ccccc2)cc1)Nc1ccc([N+](=O)[O-])cc1	5	0.92	0.94	-5	8	1	13	6	-6
C/C(CC(=O)Nc1ccc([N+](=O)[O-])cc1)=N/NC(=O)C1CC12CCC2 (stereo not given)	18	0.95	0.91	1	5	24	18	9	-9
CCOc1ccc(N(CC(=O)NCCSCc2ccco2)S(=O)(=O)c2ccc(C)cc2)cc1	5	1.1	1.2	17	-15	5	21	-18	-5
O=C(Nc1ccccc1N1CCOCC1)c1ccc(Br)o1	-4	0.94	0.94	5	6	19	21	6	23
O=C(COC(=O)c1ncc(Cl)c(Cl)c1Cl)Nc1ccccc1OC(F)F	20	1	0.94	12	-4	-4	27	6	4

A different layout for part of the listing above:
COc1ccccc1CN1CCc2c([nH]c3ccccc23)C1
  TIM10 inh: -6; mIAP activ: 0.92; hIAP activ: 0.85; Apaf1 inhib: 7; mIAP inh: 8; NALP3 yeast inh: 2; tim10-1 inh: 4; hIAP block: 15; ATG4B inhibitor: 3
O=C(COc1ccc(/C=N/NC(=O)c2ccccc2)cc1)Nc1ccc([N+](=O)[O-])cc1
  TIM10 inh: 5; mIAP activ: 0.92; hIAP activ: 0.94; Apaf1 inhib: -5; mIAP inh: 8; NALP3 yeast inh: 1; tim10-1 inh: 13; hIAP block: 6; ATG4B inhibitor: -6

The listing continues.
SMILES	TIM10 inh	mIAP activ	hIAP activ	Apaf1 inhib	mIAP inh	NALP3 yeast inh	tim10-1 inh	hIAP block	ATG4B inhibitor
COc1cc(C(=O)NCCc2cc3c(OC)ccc(OC)c3[nH]c2=O)cc(OC)c1OC	16	0.96	1.1	-16	4	-12	11	-10	-2
Cc1cc(C)c2c(=O)n(-c3ccccc3)[nH]c2n1	-9	1	0.9	-3	-2	7	1	10	-4
Cc1ccc(CNC(=O)COC(=O)COc2ccc(C#N)cc2)cc1	2	1	0.95	-10	-4	12	10	5	-3
O=C(O)C/C(=C\c1cccc(NC(=O)c2ccccc2Cl)c1)c1nc2ccccc2s1	-14	1	1	-14	-2	-9	1	-5	11
COc1ccc(CCN(C(=O)c2snc(C(N)=O)c2N)C(C)C(=O)NC2CCCCC2)cc1OC (stereo not given)	4	0.95	1.1	0	5	14	-18	-8	8
O=C(c1ccc(Cl)cc1)c1c[nH]cc1-c1ccccc1	-4	0.99	1.1	9	0	17	7	-6	-6
CC(=O)N1CCN(S(=O)(=O)c2cccc(C(=O)NC3CCC(C)CC3)c2)CC1 (stereo not given)	0	1.1	1	-2	-11	-15	15	-3	0
Cc1cc(-c2ccccc2)nc(SCc2ccc(C(=O)O)cc2)n1	-3	1	1	-7	0	0	5	-1	-1
O=C(CSc1nc2ccc(Cl)cc2[nH]1)c1ccc2c(c1)OCO2	15	0.96	1.2	-21	4	6	15	-20	-5
O=C(Oc1ccc(-c2nnco2)cc1)N(c1ccccc1)c1ccccc1	30	0.98	0.88	11	2	5	33	12	-11
CCOC(=O)c1cnc(N2CCOCC2)[nH]c1=O	5	0.99	0.96	-3	1	7	5	4	-6
Cc1cnc(C(=O)OCC(=O)Nc2c(Cl)cc(Cl)cc2Cl)cn1	5	1.2	1.1	11	-15	-6	-2	-6	-1
CC(C)C(=O)NC(c1ccccc1)c1cc([N+](=O)[O-])c2cccnc2c1O (stereo not given)	14	0.88	0.93	13	12	11	18	7	-1
Cc1nnc(SCC(=O)NCCN2C(=O)CSC2=O)n1-c1ccccc1	-21	1.1	1.2	-4	-13	8	13	-15	-15
c1ccc(CNC23CC4CC(CC(C4)C2)C3)nc1	7	1	1	-1	-5	20	-9	-4	5
O=[N+]([O-])c1cc([N+](=O)[O-])c(Oc2c(F)ccc(F)c2F)cc1NN1CCCCC1	-10	0.95	0.91	3	5	26	-5	9	-4
Cc1ccc(-n2c(SCC(=O)N/N=C/c3c(C)nn(-c4ccccc4)c3C)nc3ccccc3c2=O)cc1	-4	1.1	0.92	9	-11	22	13	8	40*
CC(=O)Nc1cccc(C(=O)OCCCOc2ccc(F)cc2)c1	1	1	1	15	-3	16	22	-3	-2
Oc1ccc(C=Nc2ccccc2-c2nc3ccccc3[nH]2)c(O)c1	6	1.1	1.1	-6	-14	28	19	-6	-7
CC(=O)OCC(=O)Nc1ccc(Br)c(C)c1	-40	0.88	0.96	-11	12	-1	-18	4	9
CCc1nnc(NC(=O)C2Cc3ccccc3C(=O)O2)s1 (stereo not given)	3	1	0.87	19	-3	-4	11	13	-7
Cc1ncc(CN2CCC(CO)(Cc3ccccc3)CC2)s1	-8	0.96	1.1	-15	4	-1	-13	-5	-5
CCn1c(CCC(=O)O)nc2cc(S(=O)(=O)N3CCOCC3)ccc21	4	1	1.1	10	-1	11	-2	-8	-4
CCc1ccc(NC(=S)N(CCCN2CCOCC2)Cc2ccccn2)cc1	5	0.89	0.83	6	11	-7	8	17	-10
O=C1SCC(c2ccccc2)=NN1Cc1ccccc1	4	0.92	0.87	5	8	8	19	13	-5
O=C(NCCCN1CCOCC1)/C(=C/c1cccs1)NC(=O)c1ccccc1	-8	1	0.8	-1	-3	6	3	20	5

Assay outcomes deposited in PubChem BioAssay by Sanford-Burnham Center for Chemical Genomics.
